# Tb PFK block – qHTS Assay to Find Inhibitors of T. brucei phosphofructokinase. ATP-dependent 6-phosphofructokinase (Trypanosoma brucei brucei), O15648. T. brucei PFK, ADP-Glo luminescence. Potency, µM (top dose mostly 57.5 µM), for the others: top-dose activity, negative = inhibition, most hits filed as inhibitors. 330,000 compounds, 0.17% hits;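 also: potency is read from the fitted curve at half-maximal effect; 0% = uninhibited 1x PFK enzyme wells and -100% = no-enzyme wells; nearly all actives have a fitted effect of over 60% in size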
#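 PFK 1.25 nM, F6P 0.5 mM, ATP 0.1 mM, 0.1 M TEA pH 8.0, 5 mM MgCl2, 0.01% Tween20, 0.1% BSA; 45 min RT. ADP-Glo readout. qHTS titration up to 57 uM; curves fitted, compounds curve-classed.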
# Giardia kill – Small Molecules that selectively kill Giardia lamblia: qHTS; Giardia lamblia trophozoite viability; activity change, % at 7.66 µM, hits read low; 340,000 compounds, 0.15% hits; in the data active = activity change below about -80%; inconclusive = between about -30% and that limit;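 also: parasites exposed to compound for two days anaerobically before the ATP read; % is scaled to controls: 0 for no effect and ±100 for the full control effect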
#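 Giardia lamblia trophozoites (100 cells/well) were incubated with compounds for 48 h at 37 deg C under anaerobic conditions. Viability was read as ATP content by one-step luminescence after 15-30 min at room temperature.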
# GALK inhibitor – qHTS Assay for Inhibitors of Human Galactokinase (GALK). 270,000 compounds, 0.007% hits. P51570. Purified GALK, Kinase-Glo residual ATP luminescence. Potency, µM (series often up to 57.5 µM), without a hit: top-dose activity change, negative = inhibition, hits mostly inhibitors. AID 1868, 2009; also: potency is read from the fitted curve at half-maximal effect; % is scaled to controls: 0 for no effect and ±100 for the full control effect
#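 Quantitative HTS: GALK 5 nM, ATP 35 uM, galactose 100 uM, 1 h room temperature, then luciferase-based ATP detection.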
# TSHR antag – Antagonists of the Thyroid Stimulating Hormone Receptor: HTS campaign. TSHR-expressing cells, TSH-stimulated cAMP HTRF, 2 h; active compounds read low. activity change, negative = inhibition, % at 11.5 µM. 330,000 compounds, 0.2% hits;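 active = activity change below a set negative limit, meaning inhibition stronger than a set level, cut at about -70% in these data; inconclusive = activity change between two set negative limits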; also: % is scaled to controls: 0 for no effect and ±100 for the full control effect
# Target sequence (P16473 whole entry, looked up): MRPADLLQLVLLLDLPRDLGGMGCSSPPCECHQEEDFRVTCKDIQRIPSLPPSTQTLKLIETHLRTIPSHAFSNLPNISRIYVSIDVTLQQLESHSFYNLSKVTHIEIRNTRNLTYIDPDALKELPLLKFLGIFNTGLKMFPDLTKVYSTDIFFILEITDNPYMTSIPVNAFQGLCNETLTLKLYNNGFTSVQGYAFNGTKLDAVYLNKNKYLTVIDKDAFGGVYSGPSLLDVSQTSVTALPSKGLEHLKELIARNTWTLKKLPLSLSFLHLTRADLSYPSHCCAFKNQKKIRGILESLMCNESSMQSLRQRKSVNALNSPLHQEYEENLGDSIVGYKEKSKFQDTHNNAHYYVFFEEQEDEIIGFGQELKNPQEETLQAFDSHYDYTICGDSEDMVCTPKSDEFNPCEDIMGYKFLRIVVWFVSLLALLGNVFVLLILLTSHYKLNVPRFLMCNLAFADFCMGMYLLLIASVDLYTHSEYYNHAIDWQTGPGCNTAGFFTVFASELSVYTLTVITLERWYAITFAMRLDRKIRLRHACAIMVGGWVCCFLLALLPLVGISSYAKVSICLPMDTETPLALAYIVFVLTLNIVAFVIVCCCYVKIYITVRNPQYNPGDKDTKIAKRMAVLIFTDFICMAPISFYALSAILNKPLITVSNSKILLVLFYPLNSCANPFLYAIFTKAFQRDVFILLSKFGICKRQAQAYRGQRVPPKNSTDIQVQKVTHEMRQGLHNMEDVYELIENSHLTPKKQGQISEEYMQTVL
#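 Antagonism was scored as loss of TSH-driven cAMP in TSHR cells, stimulated with 4nM TSH (EC80) for 2 hours at 37 deg C and detected by homogeneous HTRF competition immunoassay.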
# TCR activator – Activators of T cell receptors: qHTS campaign. Potency, µM (series often up to 9.22 µM), inactives show top-dose activation of IL-2 secretion, usual class: activators. 330,000 tested, under 10 active. primary human leukocytes, anti-CD3, IL-2 HTRF, 48 h; also: % of control where 0% means no effect
#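 Activity was scored as IL-2 release from primary human leukocytes given only a TCR signal (a-CD3 beads) plus compound for 48 hr. Detection used a two-antibody HTRF format read at 665nm.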
# FBPA coupling cs – qHTS Assay for Inhibitors of Fructose-1,6-bisphosphate Aldolase from Giardia Lamblia: Coupling assay counterscreen; coupling enzyme system counterscreen, AmpLite Red fluorescence; activity change, negative = inhibition, % at 58.2 µM, hits read low; 290,000 compounds, 0.67% hits; AID 2472, 2010; in the data active = activity change below about -30%; also: % is scaled to controls: 0 for no effect and ±100 for the full control effect
#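 Counterscreen lacking aldolase: glyceraldehyde-3-phosphate coupling-enzyme reagent preincubated 10 min at RT with compound (at 57.5 uM final), then substrate/coupling system with AmpLite Red added; fluorescence read at 525/598 nm after 20 min RT.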
# AT treatment – qHTS Assay for Identifying a Potential Treatment of Ataxia-Telangiectasia. Potency, µM (highest dose often 57.5 µM), for the others: at the top dose activation, actives largely listed as activators. 320,000 compounds, 0.19% hits. […] A-T fibroblasts, KAP-1 phosphorylation AlphaLISA; neocarzinostatin DNA damage 30 min before lysis. AID 485349, 2010; also: potency is read from the fitted curve at half-maximal effect; % of control where 0% means no effect; nearly all actives have a fitted effect of over 45% in size
#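 ATM-like activity read as KAP-1 phosphorylation via AlphaLISA donor/acceptor antibody pairs after lysis and 6 hr at 25C. Cells were ATM-null patient fibroblasts ([…], hTERT), dosed 60 min, then exposed to the DSB inducer NCS for 30 min.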
# Chronic BCR inh – qHTS Assay to Find Inhibitors of Chronic Active B-Cell Receptor Signaling; 340,000 compounds, 0.05% hits; AID 493014, 2011; ABC-DLBCL IkBa-CBG/CBR reporter, luminescence ratio, 4 h; Potency, µM (titrated, usually from 46.1 µM), inactives show at the highest dose ratio change, negative = lower green/red ratio, hits mostly inhibitors; active = well fitted inhibition curve with a large enough effect in the signal ratio, with a control signal flat, not every such curve was filed as active; inconclusive = small, poorly fitted or top-dose-only effect, or effect the other way, or a change in a side signal; the % refers to the signal ratio;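 also: potency is read from the fitted curve at half-maximal effect; plate controls were basal doxycycline-induced cells for no effect and cells given 10 µM MG132 for full effect; MG132 reads +100%, hits lower the ratio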
#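 Compounds up to 46 uM were incubated four hours with TMD8 cells whose green CBG68 luciferase is fused to IkappaBalpha; red CBR luminescence normalised the signal, and concentration-effect curves were fitted to fusion, red and ratio data.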
# MLL CXXC-DNA inh – qHTS Fluorescence Polarization Assay for Inhibitors of MLL CXXC domain - DNA interaction | MLL-CXXC / FITC-HOXA9 DNA fluorescence polarization | 290,000 compounds, 0.037% hits | AID 2662, 2010 | Potency, µM (highest dose often 115 µM), for inactives: at the highest dose activity change, negative = inhibition, usual class: inhibitors | Histone-lysine N-methyltransferase 2A (Homo sapiens), Q03164; active = well fitted inhibition curve with a large enough effect in the polarisation, with a control signal flat, not every such curve was filed as active; inconclusive = small, poorly fitted or top-dose-only effect, or effect the other way, or a change in a side signal; inactive = no such curve, though single readings can be large or run the other way; the % refers to the polarisation; also: potency is read from the fitted curve at half-maximal effect
#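 Steps: dispense CXXC domain solution (7 uM) → pin compounds or unlabeled HOX-A9 DNA control → 5 min ambient → add FLSN-HOX-A9 solution (50 nM) → spin → 30 min ambient → fluorescence polarization. Tris pH 7.5/NaCl/DTT/BSA buffer.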
# hERG WT inh – qHTS for Inhibitors of KCHN2 3.1: Wildtype qHTS | activity change, % at 1.84 µM | 340,000 compounds, 0.37% hits | U2OS, BacMam KCNH2, thallium flux FluxOr; active compounds read low | Voltage-gated inwardly rectifying potassium channel KCNH2 (Homo sapiens), Q12809;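 active = maximum activity change below -70%; inconclusive = maximum activity change between -70% and -50%; inactive = maximum activity change above -50%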; also: % is scaled to controls: 0 for no effect and ±100 for the full control effect
#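 U2OS cells transduced with wild-type KCNH2 virus are loaded with FluxOr dye for 45 min, and thallium flux is measured in kinetic reads before and after stimulation buffer. Rate constants are normalized to DMSO controls.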
# The depositor's hits bear a star; u = inconclusive; x = no result given; [ ] = another dose, or the depositor's remark. Unless noted, calls follow the shape of the dose curve; as a rule, active = well fitted curve in the direction sought with a large enough effect; inconclusive = small, poorly fitted or top-dose-only effect, or another doubt; inactive = no such curve, though single readings can be large; an effect the other way counts as inactive or inconclusive.
SMILES,Tb PFK block,Giardia kill,GALK inhibitor,TSHR antag,TCR activator,FBPA coupling cs,AT treatment,Chronic BCR inh,MLL CXXC-DNA inh,hERG WT inh
O=C(O)C1CCCN1C(=O)Nc1ccc(Cl)cc1 (stereo not given),-5%,-11,x,-6,0%,-1,4%,1%,0%,-22
COCc1c(C(=O)N/N=C\c2cccs2)nnn1-c1nonc1N,0%,-18,-2%,-5,2%,-2,6%,-1%,1%,-4
CC(=O)c1c(C)cc(C)c(CSc2ccccn2)c1C,0%,8,4%,15,3%,1,-11%,0%,-2%,-1
CCCCCOC(=O)Nc1nnc(CCCCC)s1,4%,3,0%,-4,2%,3,4%,u,3%,3
O=S(=O)(c1ccc(F)cc1)N1CCCC1,0%,-1,-8%,24,x,2,-4%,u,8%,-10
O=C(CN1C(=O)COc2ccccc21)N1CCCC1,-2%,3,-1%,-9,-9%,1,18%,4%,-1%,0
Cc1cc(NC(=O)Cn2c(=O)oc3ccccc32)no1,3%,-1,x,-7,2%,x,-3%,5%,x,5
Cc1ccc(N2C(=O)C3CCC(C)(C2=O)C3(C)C)cc1C (stereo not given),0%,-2,3%,3,x,4,-3%,15%,-6%,-14
Cc1cc(NC(=O)CCC(=O)N(c2ccccc2)C(C(=O)NC2CCCC2)c2ccccc2)no1 (stereo not given),-1%,2,-1%,-4,3%[46.1 µM],4,-2%,0%,-4%,6
Cc1ccc(Cl)cc1N1CCN(C(=O)C2CCN(S(=O)(=O)c3c(C)nn(C)c3C)CC2)CC1,8%,-1,0%,0,-2%,0,2%,-1%,-4%,-6
COCCN(C(=S)Nc1ccccc1OC)C(C)c1cccs1 (stereo not given),-5%,-17,0%,26,4%[46.1 µM],-3,5%,0%,-9%,5
Cc1csc(=O)n1CC(=O)OCC(=O)c1c(N)n(C)c(=O)n(C)c1=O,-3%,-21,x,-2,8%,x,-6%,13%,x,7

# Another view of part of the listing above:
canonical_smiles: COCCN(C(=S)Nc1ccccc1OC)C(C)c1cccs1 (stereo not given)
  Tb PFK block = -5% | Giardia kill = -17 | GALK inhibitor = 0% | TSHR antag = 26 | TCR activator = 4%[46.1 µM] | FBPA coupling cs = -3 | AT treatment = 5% | Chronic BCR inh = 0% | MLL CXXC-DNA inh = -9% | hERG WT inh = 5
canonical_smiles: COCc1c(C(=O)N/N=C\c2cccs2)nnn1-c1nonc1N
  Tb PFK block = 0% | Giardia kill = -18 | GALK inhibitor = -2% | TSHR antag = -5 | TCR activator = 2% | FBPA coupling cs = -2 | AT treatment = 6% | Chronic BCR inh = -1% | MLL CXXC-DNA inh = 1% | hERG WT inh = -4

# The results go on.
SMILES,Tb PFK block,Giardia kill,GALK inhibitor,TSHR antag,TCR activator,FBPA coupling cs,AT treatment,Chronic BCR inh,MLL CXXC-DNA inh,hERG WT inh
CCOC(=O)Cc1cc(OC)c(OC)cc1Cc1cc(OC)c(OC)cc1CC(=O)OCC,0%,-11,0%,3,9%,4,-3%,2%,5%,-7
COc1ccc2c(c1)C(SCC(=O)NCCc1ccccc1)CC(C)(C)O2 (stereo not given),-2%,-16,x,-7,-5%,-6,0%,0%,18%,-3
COc1cc(OC)cc(C(=O)NCCN2CCOCC2)c1,-12%,-9,2%,10,26%,0,2%,-4%,3%,4
CC(CCc1ccccc1)NC(=O)CCc1cn(C)c2ccccc12 (stereo not given),-16%,12,x,-9,-4%,4,-10%,-2%,0%,-21
Cc1ccc(NC(=O)CN2C(=O)CSC2=O)cc1,-1%,-12,0%,-8,2%[46.1 µM],1,x,6%,7%,4
O=C(NCc1ccccc1Cl)C1CCCN(S(=O)(=O)c2cnc[nH]2)C1 (stereo not given),-6%,-14,2%,-5,3%,0,1%,-9%,-16%,-7
Cc1cc(C(F)(F)F)nc(SCCN2CCOCC2)c1C#N,3%,-11,1%,-2,-1%,2,-5%[11.5 µM],0%,24%,-7
CSc1ccccc1OCc1cc(C(=O)NCCN2CCCc3ccccc32)no1,2%,5,2%,-2,2%,-5,-1%,-1%,-4%,-1
O=C(Nc1c(C(=O)N2CCCCC2)cnn1-c1ccccc1)c1ccccc1,-3%,8,0%,17,1%,2,-7%,-3%,-7%,-3
Cn1c(=O)c(C(=O)NCCCc2ccccc2)c(O)c2ccccc21,0%,-1,-2%,46,3%,0,27%,2%,-3%,-2
CN(Cc1ccccc1)C(=O)CSc1nc2cc(C(=O)N3CCC(C(N)=O)CC3)ccc2c(=O)n1-c1ccccc1,-2%,14,-2%,7,-1%,1,10%,-1%,-6%,0
CC(NC(=O)c1c(Cl)cnn1C)C1CCCO1 (stereo not given),2%,-1,3%,-2,13%,7,-1%,-5%,-10%,2

# One compound at a time (already shown). Order of values: Tb PFK block	Giardia kill	GALK inhibitor	TSHR antag	TCR activator	FBPA coupling cs	AT treatment	Chronic BCR inh	MLL CXXC-DNA inh	hERG WT inh
# COc1ccc2c(c1)C(SCC(=O)NCCc1ccccc1)CC(C)(C)O2 (stereo not given) in the list: -2%	-16	x	-7	-5%	-6	0%	0%	18%	-3
# Cn1c(=O)c(C(=O)NCCCc2ccccc2)c(O)c2ccccc21 in the list: 0%	-1	-2%	46	3%	0	27%	2%	-3%	-2
# CSc1ccccc1OCc1cc(C(=O)NCCN2CCCc3ccccc32)no1 in the list: 2%	5	2%	-2	2%	-5	-1%	-1%	-4%	-1
# CCOC(=O)Cc1cc(OC)c(OC)cc1Cc1cc(OC)c(OC)cc1CC(=O)OCC in the list: 0%	-11	0%	3	9%	4	-3%	2%	5%	-7

# The list continues:
SMILES,Tb PFK block,Giardia kill,GALK inhibitor,TSHR antag,TCR activator,FBPA coupling cs,AT treatment,Chronic BCR inh,MLL CXXC-DNA inh,hERG WT inh
CNC(=O)c1ccc(NC(=O)C2CCN(c3ncnc4sc(C)c(C)c34)CC2)cc1,-4%,1,-2%,-2,1%,1,6%,-7%,8%,-2
Cc1cc(C(=O)O)cc(S(=O)(=O)N2CCOCC2)c1C,-4%,-11,0%,0,3%,2,-4%,-1%,10%,2
CCN(CC)C(=O)C1CCCN(c2ncnc3c2cnn3-c2ccc(Cl)cc2)C1 (stereo not given),0%,-4,x,-21,-5%,0,9%,u,-1%,-9
CNC(=O)c1[nH]cnc1C(=O)Nc1ccccc1,-4%,-12,x,0,3%,x,5%,u,x,x
NC(=O)C1CCN(c2cc(N3CCOCC3)ccc2[N+](=O)[O-])CC1,1%,5,-1%,7,1%,2,-10%,-12%,-6%,6
C#CC(CO)N(CCN(Cc1ccccc1)C(C#C)CO)Cc1ccccc1 (stereo not given),3%,6,-2%,11,4%,2,11%,10%,2%,15
CCCc1cc(=O)[nH]c(SCc2cc(C(=O)OC)c(C)o2)n1,4%,5,1%,-6,1%,3,9%,-15%,1%,1
CCOC(=O)c1cc(NC(=O)COc2ccc([N+](=O)[O-])cc2)cc(C(=O)OCC)c1,3%,34[activator],-1%,6,-3%[46.1 µM],1,5%,-1%,-1%,30
CCC(C(=O)O)n1nc(-c2ccccc2)c2cc(Cl)ccc21 (stereo not given),-4%,-13,2%,0,-6%,11,-1%,0%,9%,0
COCCNc1nc2ccccc2nc1NS(=O)(=O)c1ccc(C)cc1C,1%,-3,-2%,-2,2%,5,-3%,u,-7%,-6
COc1ccc(NC(=O)c2cc(=O)c3ccccc3o2)cc1Cl,-1%,21,-6%,14,x,2,-1%,-1%,54%[activator],-2
COc1ccc(C(=O)OCC(=O)NCCCc2ccccc2)cc1OC,3%,-14,-1%,6,2%,2,-1%,-2%,-1%,9
COc1ccc([N+](=O)[O-])cc1NC(=O)c1csc(C)c1,-3%,-10,-1%,19,-4%,x,10%,u,-5%,-3
CCCC(CCC)C(=O)Nc1ccc2c(c1)N(C(=O)CN1CCN(C)CC1)c1ccccc1CC2,-3%,12,0%,1,2%,-1,2%,u,7%,22
Cc1c(NC(=O)c2cccc(NC(=O)COc3ccccc3C#N)c2)c(=O)n(-c2ccccc2)n1C,6%,-5,x,26,-12%,x,2%,u,x,-2
COc1cccc(OC)c1OCCNC(C)(C)C,-4%,8,-1%,0,2%,-1,0%,-7%,0%,-11
CCCCC[n+]1ccn(C2=C([O-])c3ccccc3C(=O)/C2=N\S(=O)(=O)c2ccc(Br)cc2)c1,-1%,-8,-2%,-1,-6%,-24,30%,9%,-5%,-39
O=C(Nc1cccc(S(=O)(=O)N2CCCCC2)c1)c1ccc(S(=O)(=O)C(F)F)cc1,-5%,-2,-2%,-23,x,-1,0%,-14%,-5%,12

# Source: PubChem (National Center for Advancing Translational Sciences (NCATS))
